DUSP3 inh: blocks human VHR1 dual specificity phosphatase | recombinant VHR phosphatase, pNPP absorbance | inhibition, % at 13.3 µM | actives 0.52% (n = 290,000); in the data active = inhibition above about 50%; also: some compounds called inactive have numbers as strong as hits
Target sequence (P51452 whole entry, looked up): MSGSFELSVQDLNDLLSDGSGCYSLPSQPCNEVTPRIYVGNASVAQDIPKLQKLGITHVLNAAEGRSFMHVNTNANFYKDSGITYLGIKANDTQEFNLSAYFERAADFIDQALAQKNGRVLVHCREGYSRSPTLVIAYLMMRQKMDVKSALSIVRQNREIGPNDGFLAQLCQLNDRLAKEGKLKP
Anthrax LF prot: blocks Bacillus anthracis lethal factor protease; multiplex microsphere protease cleavage assay, LF; inhibition, % at 10 µM; actives 0.12% (n = 360,000); in the data active = inhibition above about 30%; inconclusive = no clear call, values can overlap the other calls; also: plate controls were buffer without enzyme for full effect and enzyme alone for no effect
Target sequence (P15917 whole entry, looked up): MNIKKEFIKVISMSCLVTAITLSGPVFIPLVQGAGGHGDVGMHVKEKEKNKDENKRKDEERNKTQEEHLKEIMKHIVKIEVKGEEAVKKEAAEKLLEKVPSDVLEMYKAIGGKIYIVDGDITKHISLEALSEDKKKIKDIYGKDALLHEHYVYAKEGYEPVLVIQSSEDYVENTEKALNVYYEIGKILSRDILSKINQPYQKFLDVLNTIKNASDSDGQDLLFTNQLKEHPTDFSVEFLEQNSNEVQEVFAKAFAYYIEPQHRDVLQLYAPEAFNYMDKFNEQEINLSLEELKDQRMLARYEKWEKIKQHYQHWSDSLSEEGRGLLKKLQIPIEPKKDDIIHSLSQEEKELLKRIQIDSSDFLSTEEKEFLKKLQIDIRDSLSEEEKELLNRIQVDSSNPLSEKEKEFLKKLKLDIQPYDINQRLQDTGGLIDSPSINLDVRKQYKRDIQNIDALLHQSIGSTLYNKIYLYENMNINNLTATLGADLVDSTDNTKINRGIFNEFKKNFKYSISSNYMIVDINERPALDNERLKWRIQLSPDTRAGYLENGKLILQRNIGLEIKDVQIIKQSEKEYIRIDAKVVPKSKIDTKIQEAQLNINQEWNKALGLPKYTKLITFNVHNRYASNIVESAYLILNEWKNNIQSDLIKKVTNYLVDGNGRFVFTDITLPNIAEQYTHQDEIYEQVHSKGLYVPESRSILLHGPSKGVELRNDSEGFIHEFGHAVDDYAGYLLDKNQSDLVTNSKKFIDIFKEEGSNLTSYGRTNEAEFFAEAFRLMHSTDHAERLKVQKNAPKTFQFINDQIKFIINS
SSB-PriA inh: blocks PriA binding to SSB C-terminal tail. inhibition, % at 33 µM. actives 0.6% (n = 430,000). AlphaScreen SSBct-PriA binding, biotinylated peptide; in the data active = inhibition mostly above about 37%, no sharp cut-off; inactive = mostly below about 20%;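 also: plate controls were negative control peptide for no effect and reference peptide for full effect; strong numbers were not always called active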
TcdB GH inh: blocks C. difficile toxin B glycohydrolase activity | P18177 | TcdB glycohydrolase enzymatic assay, plate reader | inhibition, % at 9.99 µM | actives 0.24% (n = 350,000) | AID 652162; in the data active = inhibition above about 10%
PfHsp40 yeast: rescue of PfHsp40-mediated yeast toxicity; S. cerevisiae expressing PfHsp40, growth rescue, ATP luminescence; actives 0.68% (n = 340,000); growth rescue, % at 12.5 µM; AID 504582; in the data active = growth rescue above about 28%, passing the limit was not always enough; inconclusive = no clear call, values can overlap the other calls;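 also: yeast W303a lacking pdr1 and pdr3 grown in galactose medium; growth measured after three days at 30 °C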
Rv3671c protease: Rv3671c (M. tuberculosis) protease inhibition | inhibition, % at 5.96 µM | actives 0.048% (n = 320,000) | AID 2606; in the data active = inhibition above about 38%;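 also: extracellular domain of Rv3671c used as enzyme; 0% = enzyme with DMSO and 100% = no enzyme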
MazEF act: increases E. coli MazEF RNase cleavage of RNA. actives 0.32% (n = 350,000). activation, % at 20 µM. FAM/BHQ RNA-DNA oligo cleavage fluorescence, 5 h. AID 504720. P0AE70; in the data active = activation above about 50%
Yp Topo-I inh: blocks Yersinia pestis topoisomerase I activity; Y. pestis Topo-I cleavage product accumulation, plate reader; activity, % at 10 µM; actives 0.064% (n = 360,000); AID 504884; in the data active = activity above about 50%, passing the limit was not always enough; inconclusive = no clear call, values can overlap the other calls; also: inactives centre near 2
3CLpro inhibitor: SARS-CoV 3CLpro protease inhibition; P0C6X7; recombinant SARS-CoV 3CLpro, quenched FRET peptide cleavage; inhibition, % at 6 µM; actives 0.14% (n = 290,000); AID 1706; in the data active = inhibition above about 12%
Vc quorum ag: quorum light induction in luxS cqsA deficient V. cholerae. V. cholerae BH1578 lux reporter, luminescence, 6 h. activation, % at 18.7 µM. actives 0.16% (n = 350,000). AID 588436; in the data active = activation mostly above about 9.7%, no sharp cut-off; inconclusive = no clear call, values can overlap the other calls; inactive = mostly below about 3.7%; also: not every result past the cut was called active; inactives centre near 0; reference of the scale not given here
* = called active by the depositor; i = inactive; ? = inconclusive; . = no result given; & = joins results of further samples. A portion of the library (hit frequency here may not be typical).

nr	molecule	DUSP3 inh	Anthrax LF prot	SSB-PriA inh	TcdB GH inh	PfHsp40 yeast	Rv3671c protease	MazEF act	Yp Topo-I inh	3CLpro inhibitor	Vc quorum ag
1	C=CCOC(=O)C1=C(C)NC(SCC(=O)Nc2ccc(C)c(Cl)c2)=C(C#N)C1c1ccco1 (stereo unspecified)	10	-1	-19	.	1.7	-6	-5	3	1	0.5
2	Cc1cc(NC(=O)CCn2c(=O)sc3ccccc32)no1	.	-2	3	.	-0.1	-8	4	4	4	-3.3
3	CCn1cc(/C=C(\NC(=O)c2cc(OC)c(OC)c(OC)c2)C(=O)NCCN2CCOCC2)c2ccccc21	-4	0	-7	5.4	-0.6	3	15	-5	-6	i
4	Cc1cc(C)c2[nH]c(=O)c(CN(Cc3ccc4c(c3)OCO4)Cc3nnnn3C3CCCC3)cc2c1	0	1	20	0.6	0.3	-14	-2	8	-1	1.6
5	CSCc1ccc(C(=O)NCC(c2cccs2)N2CCOCC2)cc1 (stereo unspecified)	.	0	1	3.8	0.4	-2	-2	5	.	-7.1
6	Cn1ccc(C(=O)N2CCCc3ccccc32)n1	24	-5	-15&-9&-1	.	0.2	0	-1	4	-3	i
7	CS(=O)Cc1cc(Sc2ccccc2)nc(-c2cccnc2)n1 (stereo unspecified)	11	-1	-23	0.4	0.4	-2	-1	-12	4	-0.3
8	CNC(=O)C1(C)C=CC2(CCCCC2)N1C(=O)OC (stereo unspecified)	.	-13	-22	0.2	0.5	1	5	9	.	i
9	CS(=O)(=O)c1ccc(C2=C(CNC(=O)c3nccs3)[C@H]3CC[C@@H](C2)N3Cc2ccco2)cc1	.	3	.	0.2	.	.	1	-1	.	i
10	Cc1c(C(=O)OCC(=O)N2CCC(C)CC2)oc2ccccc12	.	-4	-19	1.6	-1.3	-8	1	17	.	i
11	CCOc1ccc(N(C(C)C(=O)Nc2cccnc2)S(C)(=O)=O)cc1 (stereo unspecified)	20	-4	-6	1.5	-1.4	7	-7	4	-1	i
12	COc1cc(NC(=O)CS(=O)(=O)c2ccccc2)cc(OC)c1OC	0	-6	-25	.	-0.7	-10	0	-2	-3	.
13	O=C(N=Nc1c(O)n(Cc2ccccc2)c2ccccc12)c1ccncc1	30	1	7	3.2	-0.4	1	17	6	2	i
14	O=C(Cn1c(=O)oc2ccccc21)NCc1ccco1	32	1	-13	.	-1.2	-2	-35	4	-2	-0.6
15	O=C(COc1cccc(-n2cnnn2)c1)N1CCOCC1	24	-9	-6	.	0.6	-4	3	-3	4	-0.2
16	CCOc1ccc(/C=C/C(=O)Nc2ccc(OC)cc2[N+](=O)[O-])cc1	10	1	-8	.	1.0	-1	237*	-12	-3	-0.1
17	O=C(O)c1ccc(C2(c3ccc(C(=O)O)cc3)OC(=O)c3ccccc32)cc1	-4	-4	-11	-1.7	-0.7	0	-11	-7	0	-0.4
18	COc1ccc(-c2nc3ccccc3s2)cc1NC(C)=O	11	5	4	0.4	-1.6	4	18	6	3	-0.2
19	COc1ccc2[nH]cc(CCNC(=O)Cc3c(F)cccc3Cl)c2c1	43	-13	-18	0.8	0.3	-9	8	-5	-4	i
20	Cc1cc(OCC(O)CNC(C)(C)C)ccc1Cl (stereo unspecified)	7	0	-9	-1.3	-0.7	6	-13	4	0	-0.2
21	O=C(c1ccc([N+](=O)[O-])c(CS(=O)(=O)c2ccc(Cl)cc2)c1)N1CCCCC1	-8	-1	-7	-1.2	-1.8	7	-1	-1	1	-0.4
22	O=C1CCC(C(=O)N2CCSCC2)CN1Cc1ccc(Cl)cc1 (stereo unspecified)	-2	-2	2	1.7	-0.3	-1	7	6	-4	-0.3
23	Cc1c(Cl)cccc1NC(=O)CCN1C(=O)C2CC=CCC2C1=O (stereo unspecified)	14	0	4	1.2	3.5	-1	3	5	0	1.9
24	N#Cc1ccc(OCC(=O)NNC(=O)C2CCCCC2)cc1	.	0	3	-0.8	-0.8	6	9	3	.	-0.5
25	COC(=O)CC1COc2ccccc2N1C(=O)c1cccc(Cl)c1 (stereo unspecified)	16	0	-4	.	-0.9	4	4	10	-2	i
26	Cc1cc(Cl)ccc1C(O)c1ncc(-c2cccc3ccccc23)[nH]1 (stereo unspecified)	.	-8	.	-0.1	.	.	.	-9	.	-0.4
27	COC(=O)c1ccccc1NC(=O)CCCn1nc([N+](=O)[O-])c(Br)c1C	22	-8	-5	1.8	1.8	5	-5	3	3	-0.4
28	COCCNC(=O)C(c1ccc(F)cc1)N(Cc1ccco1)C(=O)CCC(=O)Nc1nccs1 (stereo unspecified)	-14	3	-5	.	-1.4	-4	-4	-10	-3	i
29	Cc1nn(-c2nc3ccccc3s2)c(N)c1-c1ccccc1	-16	-2	-12	2.0	-0.4	1	1	-7	-5	-14
30	O=C(NCc1csc(-c2cccs2)n1)c1ccccc1	-7	-9	4	0.4	-1.5	0	4	2	3	0.0

Two compounds picked at random from those above:
nr	molecule	DUSP3 inh	Anthrax LF prot	SSB-PriA inh	TcdB GH inh	PfHsp40 yeast	Rv3671c protease	MazEF act	Yp Topo-I inh	3CLpro inhibitor	Vc quorum ag
30	O=C(NCc1csc(-c2cccs2)n1)c1ccccc1	-7	-9	4	0.4	-1.5	0	4	2	3	0.0
27	COC(=O)c1ccccc1NC(=O)CCCn1nc([N+](=O)[O-])c(Br)c1C	22	-8	-5	1.8	1.8	5	-5	3	3	-0.4

Other records.
nr	molecule	DUSP3 inh	Anthrax LF prot	SSB-PriA inh	TcdB GH inh	PfHsp40 yeast	Rv3671c protease	MazEF act	Yp Topo-I inh	3CLpro inhibitor	Vc quorum ag
31	O=C(NC[C@H]1CCCO1)c1cccc2c1C(=O)c1ccc(-c3ccc(F)cc3OCc3ccccc3)cc1S2(=O)=O	.	-4	14	0.3	2.5	-10	0	3	.	0.5
32	O=C(NCCOC(=O)C1COc2ccccc2O1)C1COc2ccccc2O1 (stereo unspecified)	6	10	-3	.	-0.6	1	5	0	-3	3.1
33	COc1cccc(C(=O)N2CCN(Cc3ccc(OC)cc3OC)CC2)c1	6	-8	-9	3.2	0.6	-3	5	17	0	i
34	CCOC(=O)c1[nH]c(C)c(/C(O)=C2\C(=O)C(=O)N(CCN(C)C)C2c2ccco2)c1C (stereo unspecified)	8	-5	.	.	3.8	-15	3	1	.	0.5
35	CCOC(=O)C1CCN(S(=O)(=O)c2ccc3c(c2)NC(=O)C(C)S3)CC1 (stereo unspecified)	2	-2	6	-0.4	0.0	5	-24	17	-2	-0.4
36	CCOC(=O)N1CCC(NC(=O)CSCc2nc(-c3sccc3C)oc2C)CC1	19	-4	-18	.	-1.5	2	4	9	0	-0.2
37	Nc1nonc1-n1nnc(C(=O)N/N=C/c2cccnc2)c1-c1cccs1	-5	-1	.	-0.1	1.4	2	9	-1	-3	-0.2
38	O=C1c2ccccc2CN1CCSC(=S)N1CCOCC1	0	-28	-14	1.2	-1.3	0	13	4	2	-0.5
39	COc1c(C)cc(C(=O)C2CCCN(C(=O)c3ccc4cc[nH]c4c3)C2)cc1C (stereo unspecified)	39	-1	9	-0.9	2.9	-3	7	19	1	-0.7
40	Cc1ccc(OCC(=O)NNC(=O)C2CSC3(C)CCC(=O)N23)cc1C (stereo unspecified)	.	-7	-3	-0.1	-0.4	.	-5	8	.	0.9
41	CN(C)/C=C1\C(=O)N(c2ccc(Cl)cc2)CS1(=O)=O	0	-1	1	.	-1.3	-4	11	-6	0	-2.4
42	CC(/C=N/NC(=O)CSc1ccccn1)=C\c1ccc(C(C)C)cc1	-2	0	.	0.6	6.7	-5	6	45	2	-0.6
43	O=c1c2cc(Br)ccc2nc(-c2ccccc2)n1O	18	-5	-10	-0.3	128*	1	5	6	0	-0.3
44	Cc1cc(C)c(S(C)(=O)=O)c(Oc2ccccc2C)n1	8	-1	-21	.	-0.3	3	-5	-1	-4	-0.5
45	CCNC(=S)N1CCN(S(=O)(=O)c2ccc(C)c(C)c2)CC1	14	-6	-6	-3.7	0.4	-3	-4	8	-1	i
46	COc1cc(C)c(NC(=O)C2CCN(S(=O)(=O)c3cccs3)CC2)cc1OC	.	-4	-8	0.4	-0.6	-5	1	-11	.	-0.6
47	COc1cccc(C(=O)OCC(=O)N2CCc3ccccc3C2)c1	.	1	-9	1.1	0.8	-10	12	11	.	i
48	Cc1ccc(-n2ncc(C#N)c2/N=C/N2CCOCC2)cc1	2	1	.	.	0.3	3	3	3	-3	-0.3
49	Cc1ccc(C(=O)CCC(=O)Nc2ncccc2C)cc1	.	4	4	0.1	-1.1	-9	-5	2	.	-1.1
50	COc1cccc(NC(=O)COC(=O)c2c(-c3ccccc3)noc2C)c1	38	-5	-3	.	0.3	7	2	7	1	i
51	CSC1=N/C(=C\C=C\c2cccs2)C(=O)S1	6	-5	27	.	?	0	3	-17	0	i
52	CC(O)(c1cccnc1)c1nc(/C=C/c2ccccc2)cs1 (stereo unspecified)	.	-5	.	1.7	.	.	.	11	.	-0.9
53	O=C(CSc1nc(Nc2ccccc2)nc(N2CCOCC2)n1)Nc1ccc([N+](=O)[O-])cc1	21	-10	-4	-1.5	1.0	-24	11	-3	-6	-3.8
54	O=C(O)CN1C(=O)Nc2ccc(Br)cc2C1c1ccccc1 (stereo unspecified)	11	6	2&-3	.	0.6	-4	-5	0	3	i
55	O=C(COC(=O)c1cc[n+]([O-])cc1)Nc1c(Cl)cccc1C(F)(F)F	.	4	-1	1.0	-1.6	0	-3	6	.	-2.3
56	N#CC1(NC(=O)CSc2nncn2-c2ccccc2F)CCCC1	.	4	1	1.5	0.9	-7	-6	2	.	-4.0
57	Cn1c(=O)c2c(nc(N/N=C3\CCCc4ccccc43)n2Cc2ccc(F)cc2)n(C)c1=O	3	2	.	.	-0.5	-13	-2	2	0	-0.6
58	CCn1c(COc2cccc(OC)c2)nnc1SCC(=O)NCC1CCCO1 (stereo unspecified)	40	17	6	-1.0	0.2	2	1	-3	-3	-0.1
59	O=S(=O)(c1ccc2[nH]c3c(c2c1)CCCC3)N1CCCCC1	-14	.	-1	0.3	-1.1	6	-17	1	5	-0.4
60	NC(=O)CC(NC(=O)OCc1ccccc1)C(=O)O (stereo unspecified)	-5	0	-5	.	-0.8	3	0	0	0	-3.2
61	O=C(OCC#CCSc1nc2ccccc2o1)c1ccco1	-1	-10	-22	0.8	-0.1	-7	-7	8	2	0.7
62	Cc1ccc(/C=C2\C(=O)NC(=O)N(CC3CCCO3)C2=O)s1 (stereo unspecified)	12	.	-3	4.0	-0.4	-37	-3	-2	-4	-1.6
63	Cc1cc(C)cc(-n2nnnc2SCC(=O)Nc2cccc(NC(=O)c3ccco3)c2)c1	25	-1	-12	-0.2	-1.7	-77	-4	9	-1	-0.7
64	COc1cc(/C=N/NC(=S)Nc2cccc(C(=O)O)c2)ccc1O	8	-1	.	-3.8	-0.1	-15	8	-5	0	i
65	CC1(c2ccc(NC(=O)c3ccccc3F)cc2)CC1(Cl)Cl (stereo unspecified)	16	-10	-43	0.3	-0.1	-5	7	8	1	0.3
66	COc1ccccc1CCc1nnc(CCC(=O)NC(C)Cc2cccc(C)n2)o1 (stereo unspecified)	8	0	3	-0.2	0.0	9	6	-6	-1	3.3
67	Cc1cccc(C)c1NC(=O)CS(=O)CC(=O)N1CCN(c2ccccc2)CC1 (stereo unspecified)	30	-4	-5	1.7	-0.2	0	8	8	0	-0.5
68	CC(C)[C@@H](C(=O)OCC(=O)c1ccc2c(c1)NC(=O)CO2)N1C(=O)c2ccccc2C1=O	.	-7	-3	-0.2	-1.2	.	10	3	.	.
69	CCC1C=C(c2ccccc2)C=CN=C1N(CC)CC (stereo unspecified)	-2	0	16	0.4	-0.2	0	3	1	-6	-0.3
70	CCNC(=S)N1CCN=C1Nc1nc(C)cc(C)n1	31	2	-5	0.5	1.1	11	3	-10	0	-0.2
71	N#Cc1c(-c2cccs2)cc(-c2cccnc2)nc1N	14	.	-3	.	0.1	-12	-1	8	2	-0.3

From PubChem BioAssay
